# Screens as filed in PubChem.
# Giardia FBPA inh: Giardia lamblia aldolase inhibition | A8B2U2 | purified Giardia FBPA | Potency, µM (titrated, usually from 59.6 µM), for the others: at the top dose activity, negative = inhibition, most hits filed as inhibitors | 290,000 compounds, 0.71% hits; also: potency is read from the fitted curve at half-maximal effect; nearly all actives have a fitted effect of over 55% in size
# Target sequence (A8B2U2 whole entry, looked up): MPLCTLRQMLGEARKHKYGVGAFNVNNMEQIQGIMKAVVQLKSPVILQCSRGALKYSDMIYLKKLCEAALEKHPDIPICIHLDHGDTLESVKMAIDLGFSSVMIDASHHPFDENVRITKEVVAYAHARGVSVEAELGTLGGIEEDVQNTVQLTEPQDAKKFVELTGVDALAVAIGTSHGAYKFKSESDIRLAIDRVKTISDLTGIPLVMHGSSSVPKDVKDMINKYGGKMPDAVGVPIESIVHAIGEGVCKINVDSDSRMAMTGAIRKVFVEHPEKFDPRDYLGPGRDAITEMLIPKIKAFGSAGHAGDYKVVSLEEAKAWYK
#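 Giardia FBPA (40 nM reagent) was preincubated 10 min at RT with compound (up to 57.5 uM final), then substrate plus GAPDH/TPI/NAD/arsenate coupling system with diaphorase/resazurin was added; resorufin fluorescence (525/598 nm) was read after 20 min.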
# AmpC inh no detg: inhibitors of E. coli AmpC beta-lactamase without detergent; 330,000 compounds, 0.52% hits; Potency, µM (highest dose often 57.1 µM), for inactives: at the highest dose activity change, negative = inhibition, actives largely listed as inhibitors; AmpC nitrocefin hydrolysis, absorbance 480 nm, 0.0001% Triton; P00811;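 also: potency is read from the fitted curve at half-maximal effect; plate controls were no compound for no effect and no enzyme for full effect; nearly all actives have a fitted effect of over 20% in size; some results filed as inactive show a strong effect at the top dose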
# Target sequence (P00811 whole entry, looked up): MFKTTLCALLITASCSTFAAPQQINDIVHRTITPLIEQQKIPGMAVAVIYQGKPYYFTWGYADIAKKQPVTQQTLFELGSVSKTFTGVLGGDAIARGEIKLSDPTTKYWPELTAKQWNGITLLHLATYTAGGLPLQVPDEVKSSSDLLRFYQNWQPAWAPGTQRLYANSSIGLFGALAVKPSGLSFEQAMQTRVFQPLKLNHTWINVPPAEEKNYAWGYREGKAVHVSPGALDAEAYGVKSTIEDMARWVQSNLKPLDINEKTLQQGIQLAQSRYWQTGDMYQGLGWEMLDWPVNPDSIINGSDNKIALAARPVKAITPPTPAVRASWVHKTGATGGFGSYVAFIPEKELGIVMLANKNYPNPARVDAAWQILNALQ
#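 20 mM phosphate pH 7.0 + 0.01% (detergent screen) or 0.0001% Triton X-100; 5.3 nM AmpC reagent; cpd preinc 15 min RT; nitrocefin (800 uM stock) to start; A480 q20 s × 4 min; Activity was normalised to no-enzyme and no-compound control wells.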
# Sm TGR inh: inhibitors of Schistosoma mansoni thioredoxin glutathione reductase. Q962Y6. purified TGR, DTNB reduction, TNB absorbance 405 nm. Potency, µM (titrated, usually from 114 µM), for inactives: top-dose activity change, negative = inhibition, hits mostly inhibitors. 360,000 compounds, 3% hits; also: potency is read from the fitted curve at half-maximal effect; nearly all actives have a fitted effect of over 60% in size
#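 First, TGR (20 nM dispensed) and NADPH were mixed with compound. Second, a 15 min room-temperature incubation followed. Third, further NADPH and then DTNB were added to start the reaction. Finally, TNB absorbance was monitored kinetically.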
# HCMV antiviral: human cytomegalovirus inhibition | HFF cells, HCMV-luciferase reporter, 72 h; hits give low values | activity change, negative = inhibition, % at 57.5 µM | 410,000 compounds, 4.5% hits | AID 1259415; in the data active = activity change below about -60%; inconclusive = no clear call, values can overlap the other calls; inactive = above about -39%
#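 Steps: HFFs plated, 16 h 37C; compounds added; HCMV-luciferase added to MOI 1 PFU/cell; 72 h 37C; OneGlo reagent, 5 min room temperature; luminescence read, normalized to controls.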
# AmpC detergent: inhibitors of E. coli AmpC beta-lactamase with detergent | P00811 | AmpC hydrolysis of nitrocefin, absorbance 480 nm, 0.01% Triton | Potency, µM (doses to about 114 µM), for the others: at the top dose activity change, negative = inhibition, hits mostly inhibitors | 370,000 compounds, 0.041% hits | AID 485294;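 also: potency is read from the fitted curve at half-maximal effect; 0% = no-compound wells and -100% = no-enzyme wells; nearly all actives have a fitted effect of over 25% in size; some results filed as inactive show a strong effect at the top dose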
#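 20 mM phosphate pH 7.0 + 0.01% (detergent screen) or 0.0001% Triton X-100; 5.3 nM AmpC reagent; cpd preinc 15 min RT; nitrocefin (800 uM stock) to start; A480 q20 s × 4 min; Activity was normalised to no-enzyme and no-compound control wells.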
# HCV inhibitor: inhibitors of hepatitis C virus infection; 340,000 compounds, 3.4% hits; Huh7.5.1 HCVcc-Cre infection, luciferase reporter, 44 h; Potency, µM (titrated, usually from 41.8 µM), without a hit: at the top dose activity change, negative = inhibition, actives largely listed as inhibitors; also: potency is read from the fitted curve at half-maximal effect
#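 Antiviral activity was scored by luciferase reporter output from cells infected with HCVcc-Cre (~0.5 moi) in presence of compound, 44 h infection period, cells seeded 1,000/well 4 h prior.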
# An asterisk follows results filed as active; ? = inconclusive; . = no result given; & = joins results of further samples; [ ] = dose if it differs, or a comment. Unless noted, calls follow the shape of the dose curve; as a rule, active = well fitted curve in the direction sought with a large enough effect; inconclusive = small, poorly fitted or top-dose-only effect, or another doubt; inactive = no such curve, though single readings can be large; an effect the other way counts as inactive or inconclusive. Unless noted, % is scaled to controls: 0 for no effect and ±100 for the full control effect.
SMILES,Giardia FBPA inh,AmpC inh no detg,Sm TGR inh,HCMV antiviral,AmpC detergent,HCV inhibitor
O=C(N/N=C/c1ccccn1)C1CC1,3%,-9%,18%,-13,-3%,-6%
Cc1ccc(S(=O)(=O)NCC(=O)OCC(=O)N2C(C)CCCC2C)cc1 (stereo unspecified),.,-2%,.,8,.,8%
COCCNC(=O)c1ccc(-n2c(SCc3ccncc3)nc3ccccc3c2=O)cc1,4%,135%[activator],-12%,23,1%,7%
Cc1ccc(CC(=O)N(Cc2ccccc2)c2ccccn2)cc1,9%,0%,1%,0,0%,6%
O=C(COC(=O)C1C2CC3OC(=O)C1C3C2)Nc1ccc(F)cc1 (stereo unspecified),5%,-13%,11%,4,-1%,12%
Nc1cc(C(=O)OCC(=O)Nc2ccc(N3CCOCC3)cc2)ccc1Cl,.,4%,-15%,-23,-4%,13%
Cc1ccc(NC(=S)NNC(=O)Nc2ccccc2)cc1,-2%,-16%,.,29,4%,5%
COc1cc(OC)cc(C(=O)Nn2cc(C(=O)Nc3ccccc3F)c3ccccc3c2=O)c1,2%,-5%,14%,18,-17%,-12%
C[C@]12CCC(O)CC1CCC1C2CC[C@]2(C)C(c3cc(C(F)(F)F)n[nH]3)CCC12 (stereo partly specified),6%,-27%,-8%,?,-3%,-2%
CCCNC(=O)C(Cc1cccc(Cl)c1)NC(=O)c1ccc(C#N)cc1 (stereo unspecified),.,-31%,0%,18,-5%,-20%
CCCC(=O)Nc1ccc2c(c1)nc1n2CCN(C2CCCCC2)C1,-25%,0%,.,-32,1%,-19%
CCc1ccccc1NC(=O)C(=O)NCCc1sc(-c2cccc(F)c2)nc1C,.,.,2%,3,0%,.
CCOC(=O)Cc1nn(CC)c(=O)c2ccccc12,0%,-6%,-3%,-23,9%,17%
Cc1ccccc1OCC(=O)Nc1ccc(OCc2cc(=O)n3ccccc3n2)cc1,.,.,5%,-30,21%,.
COc1ccc(-c2[nH]n(-c3ccc([N+](=O)[O-])cc3)c(=O)c2C=NCc2ccncc2)cc1,3%,52%,-13%,-29,4%,6%
COc1cc(/C=N/NC(N)=O)c(Br)cc1OCC(=O)Nc1ccccc1C,4%,-15%,5%,-26,-5%,-29%
Cc1ccc(/C=C/S(=O)(=O)NCC(=O)OCC(=O)NCc2ccccc2)cc1,10%,2%,-3%,1,?,20%
Cc1ccc(C2=NN(CC(=O)NCCC(C)C)C(=O)CC2)cc1,-2%,22%,0%&-3%,-11&-23,-1%&-6%,3%
CCOC(=O)c1nn(-c2ccccc2C)c2nc(-c3ccc(C)cc3)c(C#N)c(=O)n12,-2%,.,-1%,-18,-4%,-12%
O=C1CCN(Cc2ccccc2)C=C1c1ccc(C(F)(F)F)cc1,.,40%,.,47,.,?
CC1CCCN(C(=O)Cn2c3ccccc3c3nc4n(c(=O)c32)CCS4)C1 (stereo unspecified),4%,11%,2%,-35,-3%,21%
CCO[C@H]1OC(C(=O)N2CCN(Cc3ccccc3)CC2)=C[C@@H](c2ccc(C(F)(F)F)cc2)[C@@H]1CCCO,-23%,215%[activator],-26%,-86*,9%,?
CCN(CC)CCN(C(=O)c1ccc2ccccc2c1)c1nc2cc3c(cc2s1)OCO3,?,-4%,3%,15,-7%,?
Cc1cccc(NC(=O)CSc2c(C)cnc3c2c(=O)n(C)c(=O)n3C)c1C,.,.,7%,7,0%,.
CC(C)C12CN3CC(C(C)C)(CN(C1)C3c1ccc(OCc3ccccc3)cc1)C2=O (stereo unspecified),.,.,1%,-7,19%,.
O=C(Nc1ccc(F)c(S(=O)(=O)N2CCOCC2)c1)C1CCCCC1,.,-16%,-2%,-1,?,?
COc1ccc(/C=C/C(=O)NCC(c2ccc(F)cc2)N2CCOCC2)cc1OC (stereo unspecified),-2%,71%[activator],-2%,5,0%,-4%
O=C(N/N=C/c1ccco1)C(O)C(O)C(=O)N/N=C/c1ccco1 (stereo unspecified),1%,-11%,-9%,-14,-1%,3%
Cc1ccccc1Nc1nnc(C)c(=O)[nH]1,-1%,-18%,2%,-30,-5%,5%
Nc1n[nH]c(N)c1N=Nc1ccc(Cl)cc1Cl,-4%,-20%,2%,-26,-2%,-1%

# Sorted by SMILES length (largest number first): some entries from above
SMILES,Giardia FBPA inh,AmpC inh no detg,Sm TGR inh,HCMV antiviral,AmpC detergent,HCV inhibitor
CCN(CC)CCN(C(=O)c1ccc2ccccc2c1)c1nc2cc3c(cc2s1)OCO3,?,-4%,3%,15,-7%,?
Cc1cccc(NC(=O)CSc2c(C)cnc3c2c(=O)n(C)c(=O)n3C)c1C,.,.,7%,7,0%,.
COc1ccc(/C=C/C(=O)NCC(c2ccc(F)cc2)N2CCOCC2)cc1OC (stereo unspecified),-2%,71%[activator],-2%,5,0%,-4%
O=C(Nc1ccc(F)c(S(=O)(=O)N2CCOCC2)c1)C1CCCCC1,.,-16%,-2%,-1,?,?
Nc1n[nH]c(N)c1N=Nc1ccc(Cl)cc1Cl,-4%,-20%,2%,-26,-2%,-1%
Cc1ccccc1Nc1nnc(C)c(=O)[nH]1,-1%,-18%,2%,-30,-5%,5%

# Other entries follow.
SMILES,Giardia FBPA inh,AmpC inh no detg,Sm TGR inh,HCMV antiviral,AmpC detergent,HCV inhibitor
Cc1nc2ccccc2c(=O)n1NC(=O)c1ccc(Cl)c(Cl)c1,12%,-29%,-24%,3,-1%,7%
CC1C=CC(C)C(C(=O)O)C1C(=O)O (stereo unspecified),0%,-19%,4%,-17,-13%,6%
COc1ccc(CNC(=O)COC(=O)c2cc(S(=O)(=O)N3CCOCC3)ccc2O)cc1OC,.,-20%,.,-10,.,8%
CN1C(=O)CC(C(=O)O)SC1=Nc1cc(Cl)c(O)c(Cl)c1 (stereo unspecified),15%,-20%,-24%,6,2%,5%
O=S(=O)(NCCc1csc(-c2ccc(C(F)(F)F)cc2)n1)c1ccc2c(c1)OCCO2,-2%,-5%,-7%,-6,?,?
C=CCN1CC(O)=C(c2nc3ccccc3[nH]2)C1=N,-8%,-2%,1%,?,-8%,16%
CC(C)(C)c1ccc(OCCNCc2ccccc2)cc1,?,-1%,4%,27,-10%,0%
CCCc1cc(C(N)=O)c(NC(=O)c2cc(C)on2)s1,-10%,-30%,-22%,15,?,?
Cc1cccc(CCNC(=O)c2cc(S(=O)(=O)N3CCCC3)cn2C)c1,-4%,-9%,1%,2,-9%,8.9µM*
O=C(Nc1ccc2c(c1)OCCO2)c1ccc(Br)o1,-24%,-38%,-35%,70,-1%,-29%
CCOc1ccccc1CNC(=O)Cn1ccc2cc(S(=O)(=O)N3CCCCCC3)ccc21,5%,-24%,2%,?,5%,?
Cc1ccc(-c2csc(NC(=O)CSc3nc4ccccc4c(=O)n3CCCN(C)C)n2)cc1,-8%,144%[activator],9%,24,5%,1.4µM*
COc1ccc(CCN=C(N)NS(=O)(=O)c2ccc(C)c(C)c2)cc1OC,5%,-28%,2%,0,2%,-10%
Cc1cccc(CCNC(=O)C2CCN(c3nc4ccccc4nc3C(F)(F)F)CC2)c1,.,.,7%,-1,-4%,.
O=C1c2ccccc2-c2c1cccc2C(=O)N1CCCCCC1,6%,-2%,5%,22,1%,21%
CC1=Nc2cc(C(=O)NCCCN3CCOCC3)ccc2Sc2c(C)ccc(C)c21,10%,178%[activator],-12%,-68*,-11%,?
NC(=O)c1cc(S(=O)(=O)N2CC=C(c3ccccc3)CC2)cs1,.,-7%,-2%,?,2%,-5%
CCN1CCN(C(c2cc3cc4c(cc3[nH]c2=O)OCO4)c2nnnn2C(C)(C)CC)CC1 (stereo unspecified),-9%,-11%,-1%,30,-1%,3%
CCCC(=O)Nc1ccc(NC(=S)NC(=O)c2cccs2)cc1,-23%,-21%,.,0,-1%,?
COC(=O)[C@]1(Cc2ccccc2)N[C@H](CN(C)C(=O)Nc2ccc(Cl)cc2)[C@@H]2C(=O)N(Cc3ccccc3)C(=O)[C@@H]21,.,-35%,.,11,.,-3%

# Quoted from the listing:
# HCV inhibitor, Cc1ccc(-c2csc(NC(=O)CSc3nc4ccccc4c(=O)n3CCCN(C)C)n2)cc1 → 1.4µM*
# Sm TGR inh, CCN1CCN(C(c2cc3cc4c(cc3[nH]c2=O)OCO4)c2nnnn2C(C)(C)CC)CC1 (stereo unspecified) → -1%

# (list continues)
SMILES,Giardia FBPA inh,AmpC inh no detg,Sm TGR inh,HCMV antiviral,AmpC detergent,HCV inhibitor
COc1ccc(CCNC(=O)CCC(=O)N2CCOc3ccc(Cl)cc32)cc1OC,-3%,163%[activator],4%,-1,1%,-19%
COc1ccc(C(=O)CSc2nnc(-c3cccnc3)n2Cc2ccco2)cc1,3%,-4%,56µM*,44,?,-3%
Cc1ccc(-n2c(Cn3nc(C(F)(F)F)cc3C)n[nH]c2=S)cc1,-1%,-2%,9%,9,-11%,10%
Oc1c(Br)cc2oc3c(c2c1CNCc1ccccc1)CCCC3,-22%,-28%,?,11,-5%,-24%
CN(CC(=O)Nc1cccc(F)c1)C(=O)c1ccc(C(=O)c2ccccc2)cc1,.,11%,-12%,-27,-8%,?
NNC(=O)c1ccc(COc2ccc([N+](=O)[O-])cc2)o1,1%,-33%,39%[activator],44,2%,-12%
CCN1C(=O)CC(N2CCOCC2)C1=O (stereo unspecified),3%,-5%,-10%,27,4%,10%
CC(=O)OC(C#CCN1CCOCC1)c1ccccc1 (stereo unspecified),-15%,.,-17%,33,0%,10%
COc1ccc(CN2CCN(Cc3c[nH]c4ccccc34)CC2CCO)cc1C (stereo unspecified),8%,83%[activator],0%,43,-10%,?
CN(C(=O)COC(=O)c1ccc2c(c1)OCO2)c1c(N)n(Cc2ccccc2)c(=O)[nH]c1=O,.,-14%,-3%,-2,?,-3%
COc1ccc(C(C)(C)C)cc1NS(=O)(=O)c1cccc2cccnc12,-3%,5%,-19%,?,-8%,?
COc1ccccc1N1CCN(Cc2ccccc2Cl)CC1,?,-5%,-23%,37,?,?
Cc1ccc(CCNC(=O)CN(c2ccc(C)cc2)S(=O)(=O)N(C)C)cc1,.,.,1%,-13,9%,.
CCOc1ccc(-c2cn(S(=O)(=O)c3cccc4nsnc34)nc2N)cc1,-3%,?,1%,-30,-2%,?
Nc1nc(C(c2ccccc2)c2ccccc2)cs1,0%,-46%,0%,-15,-12%,-15%
